MITF primary – MITF inhibitors, primary screen, biochemical, AlphaScreen, human; AlphaScreen MITF homodimerization, bead proximity signal; inhibition, % at 2.6 µM; 0.91% of 650,000 active; in the data active = inhibition above about 50%;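 note: 0% = vehicle wells with protein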
Target sequence (O75030 whole entry, looked up): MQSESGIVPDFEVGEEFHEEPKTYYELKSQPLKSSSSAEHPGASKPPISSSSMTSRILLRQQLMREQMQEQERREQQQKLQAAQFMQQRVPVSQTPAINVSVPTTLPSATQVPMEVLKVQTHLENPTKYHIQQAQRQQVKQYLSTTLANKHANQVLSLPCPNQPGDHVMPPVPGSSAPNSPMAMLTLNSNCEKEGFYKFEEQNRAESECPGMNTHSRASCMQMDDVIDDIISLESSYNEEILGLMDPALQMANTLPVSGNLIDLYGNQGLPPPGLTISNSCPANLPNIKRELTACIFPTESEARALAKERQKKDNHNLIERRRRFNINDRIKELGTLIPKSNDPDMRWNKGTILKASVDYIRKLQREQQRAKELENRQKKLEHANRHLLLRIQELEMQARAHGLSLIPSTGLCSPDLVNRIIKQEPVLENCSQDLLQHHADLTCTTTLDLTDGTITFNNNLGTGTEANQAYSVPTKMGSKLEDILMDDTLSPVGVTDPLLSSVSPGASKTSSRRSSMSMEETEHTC
TEAD-YAP block – TEAD-YAP interaction inhibition, primary screen, TEAD-YAP interaction inhibitor project, luminescence, HEK-TIYL cells; TEAD-Gal4/YAP UAS-luciferase luminescence; inhibition, % at 9.12 µM; 1.4% of 640,000 active; in the data active = inhibition above about 32%;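 note: 0% = median of test compound wells and 100% = reference inhibitor wells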
FBW7 act – FBW7 E3 ligase activators, primary screen, biochemical, AlphaScreen, human | AlphaScreen FBW7–phospho-cyclin E peptide binding, activator screen | F-box/WD repeat-containing protein 7 (Homo sapiens), Q969H0 | 0.13% of 650,000 active | normalized activity (activation), % at 26.1 µM; in the data active = normalized activity above about 1.9%;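 note: purified mutant Fbw7 with reduced substrate affinity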
GPR151 activ – activators of human GPR151, primary screen, cell-based, PathHunter beta-arrestin, luminescence. G-protein coupled receptor 151 (Homo sapiens), Q8TDV0. 1% of 650,000 active. PathHunter beta-arrestin GPR151 cells. activation, % at 11.2 µM; in the data active = activation above about 4.9%;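 note: 0% = median of compound wells and 100% = cells with positive control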
Target sequence (Q8TDV0 whole entry, looked up): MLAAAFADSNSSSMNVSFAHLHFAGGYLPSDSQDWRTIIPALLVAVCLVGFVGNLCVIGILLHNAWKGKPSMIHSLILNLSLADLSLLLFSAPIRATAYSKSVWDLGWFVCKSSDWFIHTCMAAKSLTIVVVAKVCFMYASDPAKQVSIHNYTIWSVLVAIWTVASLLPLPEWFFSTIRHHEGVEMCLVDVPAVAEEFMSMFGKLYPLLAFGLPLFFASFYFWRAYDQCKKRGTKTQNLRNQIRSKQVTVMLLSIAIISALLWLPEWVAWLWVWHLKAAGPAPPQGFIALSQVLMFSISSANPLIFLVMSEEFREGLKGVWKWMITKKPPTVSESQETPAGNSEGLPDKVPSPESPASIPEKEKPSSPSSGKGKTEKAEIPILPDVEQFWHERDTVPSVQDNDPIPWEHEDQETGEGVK
Numbers without * were called inactive. Outcome played no part in choosing rows; 3.5% or so of the library scored in one or more.

SMILES	MITF primary	TEAD-YAP block	FBW7 act	GPR151 activ
CCSc1nc2sccn2c(=O)c1C(=O)NC(C)CC (stereo not drawn)	8	9	-0.4	-0.2
O=C(Nc1ncn[nH]1)c1cn(-c2ccccc2)nc1-c1cccs1	-2	-6	0.0	-0.4
Cc1nc(N2CCCCC2)c2c(C)c(C(=O)Nc3c(F)cccc3F)sc2n1	7	-5	0.0	1.9
CCc1ccc(NC(=O)CCCNC(=O)Cn2cnc3sc4c(c3c2=O)CCCC4)cc1	-5	10	-0.1	1.1
CCc1nnc(NS(=O)(=O)c2ccc(NC(=O)c3ccc4c(c3)OCCO4)cc2)s1	21	-4	0.5	0.6
CC(=O)Nc1c(C(=O)O)[nH]c2ccc(C)cc12	-2	11	-0.4	0.3
CC1CCCC(NC(=O)CCCn2c(=O)c3cccn3c3cccnc32)C1C (stereo not drawn)	-8	0	0.1	0.2
COCCNC(=O)/C(=C\c1cccc([N+](=O)[O-])c1)NC(=O)c1ccccc1	-32	15	-0.1	-0.7
Nn1c(-c2ccccc2)nc2c(c1=O)C1(CCCCC1)Cc1ccccc1-2	6	-3	0.2	-1.6
Cc1ccc(-c2cn[nH]c2C2CCCN(Cc3ccn[nH]3)C2)cc1 (stereo not drawn)	-7	8	0.0	-1.0
CCOC(=O)c1sc2nc(SCC(=O)N3CCCC3)n(Cc3ccc(C)cc3)c(=O)c2c1C	-3	-2	0.1	0.8
COc1ccc(CNc2nc3nc(-c4ccccc4)cc(=O)n3[nH]2)cc1OC	-18	8	0.2	0.4
CCCCCCC1CC1C(=O)Nc1ccc(C)cc1C (stereo not drawn)	-7	4	0.2	-1.5
N#CC1=C(N)C(C#N)(C#N)[C@@H](c2ccccc2)[C@@H]2CCCC=C12	-1	4	-0.3	-0.5
O=C1[C@@H]2C[C@H](NCc3cccc(Cl)c3)CN2C(=O)[C@H]2CCCN12	16	9	0.9	1.3
CC(C)[C@@H](CO)n1c(=O)[nH]c2ncc(-c3ccncc3)nc21	-9	5	-0.4	0.1
O=C(Nc1cccc(-c2nc3ccccc3o2)c1)c1cccnc1Cl	3	-17	0.1	-0.6
CCCn1c(CCC(=O)NC2CCCCC2)nc2cccnc21	-14	-8	0.0	0.3
N#Cc1ccc2c(c1)CC(c1nc3ccc(-c4ccncc4)cc3[nH]1)CO2 (stereo not drawn)	12	-9	0.0	0.7
CCCCCOC(=O)C1=C(C)NC(=O)NC1c1cc(OC)c(O)c(OC)c1 (stereo not drawn)	10	1	-0.1	0.1
CCNc1nc(SC)nc(N(C#N)CC#N)n1	-3	16	0.0	-0.2
COc1ccccc1NC(=O)CC(=O)Nc1ccc2nc3n(c(=O)c2c1)CCCCC3	-9	-9	-0.2	4.3
Fc1ccccc1OCCOc1cccc2cccnc12	-8	-50	-0.2	-1.6
N#C/C(=C\c1cc(Cl)ccc1OCC(N)=O)c1ccc([N+](=O)[O-])cc1	5	-9	-0.1	-0.4
CC(=O)c1cc2c(cc1NC(=O)c1cc3nc(-c4ccc(C)cc4)cc(C(F)(F)F)n3n1)OCO2	-8	-4	-0.1	1.3
NC(=O)c1nc(-c2cccs2)nc2c1[nH]c(=O)n2-c1cccc(Cl)c1	-5	2	0.1	0.3
CC(C)(C)n1ncc2c(=O)n(CCC(=O)N3CCc4ccccc4C3)cnc21	1	4	0.2	-0.4
Cc1nnc(N/N=C/c2ccc(O)c([N+](=O)[O-])c2)[nH]c1=O	5	3	0.1	-1.7
COc1cccc(/C=C/C(=O)Nc2ccc3nc4n(c(=O)c3c2)CCCC4)c1OC	10	-4	0.2	0.1
CC(=O)c1cccc(N=Cc2cc3c(cc2[N+](=O)[O-])OCO3)c1	-12	-1	0.0	1.6
CCOC(=O)c1ccc(CN2C(=O)C(=O)c3cc(F)ccc32)o1	-1	24	-0.2	0.9
C/C=C(\C)C(=O)N1CCC[C@@H]2CN(C(=O)Cc3ccccc3OC)CC[C@H]21	-12	-5	-0.2	3.8
O=C(NCCc1nc(-c2cccnc2)n[nH]1)c1cccc2ncccc12	-6	-6	0.8	-0.8
COc1ccc(NC(=O)c2nn(C)c3c2COc2ccccc2-3)cc1Cl	8	-3	-0.1	-0.6
COC(=O)c1ccccc1NC(=O)C(C)N(c1ccc(Cl)cc1)S(C)(=O)=O (stereo not drawn)	-1	3	-0.1	6.8*
Cc1cc(C)n(-c2nc3cc(Cl)c(Cl)cc3n3c(C)nnc23)n1	-8	-5	-0.1	-0.2
CCC(c1nnnn1C(C)(C)CC)N1CCN(C2CCCC2)CC1 (stereo not drawn)	10	-14	0.0	-0.1
O=C(OCCNS(=O)(=O)c1ccc([N+](=O)[O-])cc1)C(Cl)Cl	5	11	-0.1	1.2
CCC(C)NC(=O)CCCCCn1c(=O)[nH]c2cc(OC)c(OC)cc2c1=O (stereo not drawn)	7	-1	-0.2	1.7
O=Cc1ccccc1-c1ccc(Nc2cccnc2)nc1	13	-19	-0.7	-0.4

Random excerpt: 7 compounds from above.
SMILES	MITF primary	TEAD-YAP block	FBW7 act	GPR151 activ
O=C(NCCc1nc(-c2cccnc2)n[nH]1)c1cccc2ncccc12	-6	-6	0.8	-0.8
O=Cc1ccccc1-c1ccc(Nc2cccnc2)nc1	13	-19	-0.7	-0.4
CCC(C)NC(=O)CCCCCn1c(=O)[nH]c2cc(OC)c(OC)cc2c1=O (stereo not drawn)	7	-1	-0.2	1.7
C/C=C(\C)C(=O)N1CCC[C@@H]2CN(C(=O)Cc3ccccc3OC)CC[C@H]21	-12	-5	-0.2	3.8
COC(=O)c1ccccc1NC(=O)C(C)N(c1ccc(Cl)cc1)S(C)(=O)=O (stereo not drawn)	-1	3	-0.1	6.8*
O=C(OCCNS(=O)(=O)c1ccc([N+](=O)[O-])cc1)C(Cl)Cl	5	11	-0.1	1.2
Cc1cc(C)n(-c2nc3cc(Cl)c(Cl)cc3n3c(C)nnc23)n1	-8	-5	-0.1	-0.2

New compounds follow.
SMILES	MITF primary	TEAD-YAP block	FBW7 act	GPR151 activ
Cc1nc2cc(C(=O)NCc3ccc4c(c3)OCO4)ccc2n1-c1ccc(OCc2ccccc2)cc1	10	7	0.1	9.3*
CC1Cc2ccccc2N1C(=O)CSc1nnc(-c2cccnc2)n1C (stereo not drawn)	6	6	0.0	0.1
CC1CCCCC1NC(=O)Cn1nc(C(=O)O)c2ccccc2c1=O (stereo not drawn)	11	8	0.5	-2.6
COc1ccc2nc(NC(=O)c3sc4nc(C)nc(N5CCN(c6ccccn6)CC5)c4c3C)sc2c1	8	3	-0.3	-0.4
COc1ccc(-c2nc3ccc(C)cn3c2NCC2CCCO2)c(OC)c1 (stereo not drawn)	18	-18	0.0	-0.7
CCOC(=O)c1c(C)[nH]c(C)c1C(=O)CSc1ncccn1	0	-11	0.0	0.8
NS(=O)(=O)c1ccc(CNS(=O)(=O)c2cccc3nonc23)cc1	15	0	0.8	-0.2
COc1ccc(NC(=O)Cc2ccccc2)cc1OC	-13	4	0.1	-0.3
OC(COc1ccc(Cl)cc1Cl)CN1CCCC1 (stereo not drawn)	-5	-4	-0.1	-1.2
COc1ccc(C2/C(=C(/O)c3ccccc3)C(=O)C(=O)N2CCCn2ccnc2)c(OC)c1 (stereo not drawn)	-21	2	-0.1	5.9*
CCSc1nnc(NC(=O)c2cccc(OC)c2OC)s1	6	-64	0.1	-0.2
C=CCc1cccc(C=Nc2ccc3nc[nH]c3c2)c1O	-8	5	-0.5	1.6
CCC(C(=O)OC)n1cnc2c(cnn2-c2ccc(C)cc2)c1=O (stereo not drawn)	19	-5	0.0	1.2
O=C(NNC(=O)c1ccc2c(c1)OCO2)NC1CCCCC1	21	-2	0.1	0.6
CCC1SC2=NC(C)=C(C(=O)OC)C(c3ccccc3[N+](=O)[O-])N2C1=O (stereo not drawn)	7	-11	-0.1	4.3
NC(=O)CCC(NS(=O)(=O)c1ccc2ccccc2c1)C(=O)O (stereo not drawn)	6	7	0.1	-0.5
O=C(/C=C/c1cccc([N+](=O)[O-])c1)Oc1ccc(Br)cc1Br	6	0	0.0	1.0
O=C(CSc1ncnc2ccccc12)c1ccc2c(c1)OCCO2	-12	-50	-0.2	2.5
CCCC1(CCC)NC(=O)N(CC(=O)Nc2cccc(C#N)c2)C1=O	-1	-3	0.0	1.6
O=C(CNC(=O)c1ccccc1)c1ccc(Cl)cc1	18	-21	0.8	-2.7
O=C(O)c1ccc(/C=C/c2nc3ccccc3s2)cc1	-3	-40	-0.1	-1.7
COc1ccc(OC)c(S(=O)(=O)NC(C)c2ccccc2)c1 (stereo not drawn)	-7	-8	-0.2	1.6
CN1C(=O)CC(C(=O)Nc2ccccc2F)SC1=Nc1ccccc1 (stereo not drawn)	-3	14	0.1	-0.5
Cc1ccccc1-n1nc2c(c1NC(=O)c1ccc(N3C(=O)CCC3=O)cc1)CSC2	0	-11	-0.1	2.1
COc1ccc(CC(=O)Nc2ccc3c(c2)C(=O)N(c2ccccc2)C3=O)cc1	7	11	0.1	0.1
C=CCOC(=O)C1=C(C)NC(=O)NC1c1ccc(Cl)cc1 (stereo not drawn)	-8	9	0.0	1.5
CCOc1ccc(C(=O)C(C)OC(=O)c2ccc(C#N)cc2)cc1 (stereo not drawn)	-10	8	0.2	-0.4
COc1ccc(Cc2cnc(NC(=O)COc3cccc(C)c3)s2)cc1	-4	52*	-0.1	0.8
CCOC(=O)c1cnc2ccc(OC)cc2c1Nc1cccc([N+](=O)[O-])c1	16	-11	-0.4	-1.3
CCC(C(=O)Nc1ccc(-c2cn3c(n2)SCC3)cc1)c1ccccc1 (stereo not drawn)	14	-2	0.0	-0.7
COc1ccc(OCC(=O)OCCNC(=O)c2cccnc2)cc1	-4	2	0.2	-2.1
COc1ccc2c(c1)C(=O)N(c1ccccc1C)C(=O)C2(C)C	9	1	-0.1	-0.5
COc1ccc(C(=O)c2sc3nc(C)c(C(=O)Nc4ccccc4)c(C)c3c2N)cc1	2	-6	0.3	0.1
COc1ccccc1OCC(=O)NCC(c1ccc2c(c1)CCN2C)N1CCCCC1 (stereo not drawn)	7	8	0.0	1.6
Cc1ccccc1CC(=O)N1CCC(n2nccc2NC(=O)CCOc2ccccc2)CC1	5	-8	-0.2	1.0
COc1cc(C2C3=C(CC(C)(C)CC3=O)OC3=C2C(=O)CC(C)(C)C3)ccc1Oc1ccc(C(F)(F)F)cc1[N+](=O)[O-]	-7	-9	0.1	-2.0
COc1cc2c(cc1NC(=O)COc1cc(C)ccc1C)oc1ccccc12	7	8	0.2	-1.5
O=C1/C(=C/c2ccccc2)SC(=S)N1C1CCS(=O)(=O)C1 (stereo not drawn)	-14	5	0.0	1.3
CN(C)c1ccc(C2C3=C(CC(C)(C)CC3=O)Nc3ncnn32)cc1 (stereo not drawn)	6	5	-0.2	0.0
Cc1cc(C(=O)COC(=O)C2=NNC(=O)CC2)c(C)n1C	-9	-5	0.7	-1.1

Some values from the entries so far:
Cc1ccccc1-n1nc2c(c1NC(=O)c1ccc(N3C(=O)CCC3=O)cc1)CSC2 | GPR151 activ = 2.1
CC1CCCCC1NC(=O)Cn1nc(C(=O)O)c2ccccc2c1=O (stereo not drawn) | TEAD-YAP block = 8

(continued)
SMILES	MITF primary	TEAD-YAP block	FBW7 act	GPR151 activ
COc1cc(Nc2cc(Nc3ccc4c(c3)OCO4)ncn2)cc(OC)c1OC	23	-40	-0.1	-0.1
COc1ccccc1-c1nc2cc(NC(=O)c3ccccc3Cl)ccc2o1	0	11	-0.2	0.0
Cc1cc(Nc2ccccc2)nc(NCCN2CCOCC2)n1	5	-9	-0.1	2.1
Cc1ccc(NC(=O)c2ccc3c(=O)n(-c4ccccc4)c(=S)[nH]c3c2)cc1F	-3	-5	-0.1	0.4
O=C1OC(c2ccc(Cl)c(Cl)c2)=N/C1=C\c1ccc(Cl)cc1	-8	4	0.1	-1.0
O=C(c1ccc2c(c1)OCCO2)N1CCC2(CC1)Nc1ccccc1-n1cccc12	1	-4	0.1	1.3
O=C(CC1Sc2ccccc2NC1=O)Nc1ccc(I)cc1 (stereo not drawn)	9	2	-0.1	0.7
O=C(Nc1ccc(Cl)cc1)Nc1ccc(I)cc1F	17	2	0.1	-0.6
O=C(NCCCN1CCCC1)C1CC(=O)N(C2CCCC2)C1 (stereo not drawn)	6	-2	0.4	0.6
Cc1ccc(-n2c(SCCC(C)C)nc3sc4c(c3c2=O)CCCCC4)cc1	19	3	0.7	0.7
CCOC(=O)C1CCN(c2c(NCCCN3CCCCCC3)c(=O)c2=O)CC1	14	-4	0.2	-0.2
COCc1ccc(C(=O)N2CCCC(c3nc(C)ncc3-c3ccc(F)cc3)C2)o1 (stereo not drawn)	1	-6	0.0	1.9
O=C1C2C3C=CC(CNc4ccccc4)(O3)C2C(=O)N1c1ccccc1 (stereo not drawn)	8	-3	0.0	2.0
COc1ccccc1OC(=O)c1cc(OC)c(OC)c(OC)c1	1	5	0.1	-0.1
Fc1ccc(Nc2nnc(Cc3cccnc3)c3ccccc23)cc1	3	20	0.1	0.0
C=CCN1C(=O)/C(=C\c2cc(OC)c(O)c([N+](=O)[O-])c2)C(=O)NC1=S	58*	2	-0.3	-0.8

Screening results: PubChem BioAssay, The Scripps Research Institute Molecular Screening Center
